Compound activity from PubChem BioAssay.
TcdB inh: TcdB glycohydrolase inhibition | TcdB glycohydrolase enzymatic assay, plate reader | AID 652162 | inhibition, % at 9.99 µM | P18177 | 350,000 tested, 0.24% active; in the data active = inhibition above about 10%
* hit, by the source's call. Only part of the results is shown. The share of hits here may be higher or lower than overall.

molecule,TcdB inh
CCCC#Cc1ccc([C@H]2[C@H]3CN(S(=O)(=O)Cc4ccccc4)CCCCN3[C@H]2CO)cc1,0.6
CC(C)CC#Cc1ccc([C@H]2[C@@H](CO)N3C(=O)CN(C(=O)Cc4cccnc4)C[C@H]23)cc1,0.6
C[C@H](CO)N1C[C@H](C)[C@H](CN(C)C(=O)Nc2ccccc2)Oc2ccc(NC(=O)Cn3cnnn3)cc2C1=O,0.5
O=C(Cc1ccccn1)NCC[C@H]1CC[C@H](NS(=O)(=O)c2ccccc2)[C@H](CO)O1,-0.8
O=C(NCC[C@H]1CC[C@@H](NC(=O)C2CCCCC2)[C@H](CO)O1)c1cc(Cl)cc(Cl)c1,-0.7
O=C(C[C@@H]1CC[C@H]2[C@@H](COC[C@H](O)CN2C(=O)c2ccccc2F)O1)N1CCOCC1,1.7
COc1cccc(S(=O)(=O)Nc2ccc3c(c2)[C@H]2C[C@H](CC(=O)O)O[C@@H](CO)[C@H]2O3)c1,0.6
C[C@H]1CN([C@@H](C)CO)C(=O)c2cc(-c3ccncc3)cnc2O[C@@H]1CN(C)C(=O)CN1CCOCC1,-0.2
COc1cccc(C#Cc2ccc3c(c2)O[C@@H](CN(C)C(C)=O)[C@H](C)CN([C@H](C)CO)S3(=O)=O)c1,-0.4
CCC(=O)N1[C@H](CN(CC)C(=O)c2ccc(F)cc2)[C@H](c2ccccc2)[C@@H]1CO,1.1
C[C@@H]1CN([C@H](C)CO)C(=O)c2cc(NC(=O)NC3CCCCC3)ccc2O[C@H]1CN(C)Cc1ccc(Cl)c(Cl)c1,0.0
CCC(=O)N1C[C@@H](O)COC[C@H]2O[C@H](CC(=O)NCc3ccc(Oc4ccccc4)cc3)CC[C@@H]21,0.8

Further results follow:
molecule,TcdB inh
COc1ccc(NC(=O)Nc2ccc3c(c2)C(=O)N([C@H](C)CO)C[C@H](C)[C@@H](CN(C)S(=O)(=O)c2ccc(C)cc2)OCCCC[C@@H](C)O3)cc1,0.5
COc1ccc2c3c(n(C)c2c1)[C@@H](CO)N(S(C)(=O)=O)CC31CCN(Cc2cccnc2)CC1,0.3
COc1cccc(CNC(=O)[C@@H]2[C@@H](CO)[C@@H]3Cn4c(cccc4=O)[C@H]2N3C(=O)C2CCCCC2)c1,-0.6
COc1cccc(S(=O)(=O)N[C@@H]2CC[C@@H](CC(=O)NC3CCC3)O[C@@H]2CO)c1,-0.2
CCCNC(=O)N1[C@H](C#N)[C@@H](c2ccc(-c3ccccc3F)cc2)[C@@H]1CO,0.4
CCCc1cn(CC[C@@H]2CC[C@H](NC(=O)C3CCC3)[C@H](CO)O2)nn1,0.8
N#Cc1ccc(C(C(=O)NCc2ccccc2)n2c(=O)c(-c3ccco3)nc3ccccc32)cc1 (configuration not stated),-0.5
O=C(NC1CCCCC1)N1CC(=O)N2[C@@H](CO)[C@@H](c3ccc(C4=CCCC4)cc3)[C@@H]2C1,-1.6
C[C@@H]1ON(C)[C@H]2C[C@H]3c4[nH]c5c(-c6ccccc6)cccc5c4CCN3C(=O)[C@@H]12,1.3
CCCNC(=O)[C@@H]1[C@@H](CO)[C@@H]2Cn3c(ccc(-c4ccccc4OC)c3=O)[C@@H]2N1S(C)(=O)=O,0.1
COc1ccccc1-c1ccc2n(c1=O)C[C@H]1[C@H](CO)[C@@H](C(=O)N(C)C)N(C(=O)c3cccnc3)[C@@H]21,1.0
COC(=O)C1=CN(c2ccc(N3CCOCC3)cc2)C(N)=C(C#N)C1c1ccc(-c2ccccc2)cc1 (configuration not stated),-0.3

Next section
molecule,TcdB inh
CCCNC(=O)N1[C@H](C#N)[C@H](c2ccccc2-c2cccc(C)c2)[C@@H]1CO,0.6
C[C@@H]1CN([C@H](C)CO)C(=O)Cc2cc(NC(=O)Nc3ccc(C(F)(F)F)cc3)ccc2O[C@H]1CN(C)Cc1ccc(Cl)c(Cl)c1,-1.0
C[C@@H]1CCCCO[C@H](CN(C)S(=O)(=O)c2ccc(F)cc2)[C@H](C)CN([C@H](C)CO)C(=O)c2cc(NC(=O)CCC(F)(F)F)ccc2O1,-1.1
Cc1ccccc1S(=O)(=O)N1CCCCN2[C@@H](CO)[C@H](c3ccc(-c4cccc(F)c4)cc3)[C@@H]2C1,-0.8
COc1ccc(C#Cc2ccc3c(c2)O[C@H](CN(C)C(C)=O)[C@H](C)CN([C@H](C)CO)S3(=O)=O)cc1,0.7
CCC(=O)N1[C@@H](CO)[C@@H](c2ccccc2)C12CN(C(=O)c1ccc3c(c1)OCO3)C2,0.3
C[C@@H]1CN([C@@H](C)CO)S(=O)(=O)c2ccc(C#C[C@@H](C)O)cc2O[C@@H]1CN(C)C(=O)c1ccncc1,-0.8
COCCNC(=O)C[C@H]1C=C[C@H](NC(=O)NC2CCCCC2)[C@H](CO)O1,-0.1
CO[C@@H]1CN(C)C(=O)c2cc(NC(=O)c3ccccc3F)ccc2OC[C@@H](C)N(C(=O)c2ccccc2F)C[C@H]1C,0.1
C[C@H](CO)N1C[C@H](C)[C@@H](CN(C)Cc2ccc3c(c2)OCO3)Oc2ccc(NC(=O)Nc3cccc4ccccc34)cc2CC1=O,-0.1
O=C(C[C@@H]1CC[C@@H]2[C@H](COC[C@H](O)CN2C(=O)c2ccc(F)cc2)O1)Nc1ccc(-c2ccccc2)cc1,0.7
CC(C)NC(=O)N1CC2(C1)[C@H](c1ccccc1)[C@H](CO)N2Cc1cncnc1,-0.9

New compounds follow:
molecule,TcdB inh
COc1ccc(C(=O)Nc2ccc3c(c2)C(=O)N(C)C[C@H](OC)[C@H](C)CN(C)[C@@H](C)CO3)cc1,0.1
C[C@@H]1CN([C@H](C)CO)C(=O)c2cc(C#C[C@@H](C)O)cnc2O[C@@H]1CN(C)C(=O)c1ccccc1,0.4
CCC(=O)N(C)C[C@@H]1Oc2cc(C#C[C@@H](C)O)ccc2S(=O)(=O)N([C@@H](C)CO)C[C@H]1C,-0.3
COC(=O)[C@]12CCCCC=C1N(CCc1ccc(OC)c(OC)c1)C(=O)[C@H](CC(=O)N1CCC(c3ccccc3)CC1)C2,0.8
C[C@@H]1CN([C@@H](C)CO)C(=O)c2ccccc2-c2ccccc2CO[C@H]1CN(C)S(=O)(=O)c1ccsc1,1.0
COCC(=O)N1CCCCN2[C@H](CO)[C@@H](c3ccc(-c4ccccc4)cc3)[C@H]2C1,-1.5
COc1ccc(C(=O)NCC2CCN(C(=O)C(=O)c3cccs3)CC2)cc1,-0.1
O=C(Nc1ccc(Cl)cc1)N[C@H]1CC[C@@H](CCn2cc(C3(O)CCCC3)nn2)O[C@H]1CO,-2.0
COCC(=O)Nc1ccc2c(c1)OC[C@H](C)N(CCc1ccccc1)C[C@H](C)[C@H](OC)CN(C)C2=O,1.2
Cc1ccc(S(=O)(=O)N(C)C[C@H]2Oc3ccc(NC(=O)CCCCCC(=O)Nc4ccccc4N)cc3CC(=O)N([C@H](C)CO)C[C@H]2C)cc1,-6.7
C[C@@H]1CN([C@@H](C)CO)C(=O)c2ccccc2-c2ccccc2CO[C@H]1CN(C)C(=O)Nc1ccc(-c2ccccc2)cc1,1.3
C[C@@H]1CN([C@@H](C)CO)C(=O)Cc2cc(NC(=O)CCCCCC(=O)Nc3ccccc3N)ccc2O[C@@H]1CN(C)Cc1ccncc1,0.4

Look-ups from the list.
Result of C[C@@H]1CN([C@@H](C)CO)C(=O)c2ccccc2-c2ccccc2CO[C@H]1CN(C)C(=O)Nc1ccc(-c2ccccc2)cc1 under TcdB inh: 1.3
Result of C[C@@H]1CN([C@H](C)CO)C(=O)c2cc(C#C[C@@H](C)O)cnc2O[C@@H]1CN(C)C(=O)c1ccccc1 under TcdB inh: 0.4
Result of Cc1ccc(S(=O)(=O)N(C)C[C@H]2Oc3ccc(NC(=O)CCCCCC(=O)Nc4ccccc4N)cc3CC(=O)N([C@H](C)CO)C[C@H]2C)cc1 under TcdB inh: -6.7
Result of COc1ccc(C(=O)NCC2CCN(C(=O)C(=O)c3cccs3)CC2)cc1 under TcdB inh: -0.1
Result of COC(=O)[C@]12CCCCC=C1N(CCc1ccc(OC)c(OC)c1)C(=O)[C@H](CC(=O)N1CCC(c3ccccc3)CC1)C2 under TcdB inh: 0.8
Result of COCC(=O)Nc1ccc2c(c1)OC[C@H](C)N(CCc1ccccc1)C[C@H](C)[C@H](OC)CN(C)C2=O under TcdB inh: 1.2

(continued)
molecule,TcdB inh
Cc1noc(C)c1S(=O)(=O)Nc1ccc2c(c1)CC(=O)N([C@H](C)CO)C[C@H](C)[C@@H](CN(C)Cc1ccc3c(c1)OCO3)O2,-0.4
COCC(=O)N[C@@H]1CC[C@H](CC(=O)N2CCCCC2)O[C@@H]1CO,-0.4
N#Cc1ccc(-c2ccc3c(c2)[C@@H]2[C@@H](CCN2C(=O)c2ccc4c(c2)OCO4)[C@H](CO)N3)cc1,0.9
Cc1noc(C)c1NC(=O)N(C)C[C@H]1Oc2ccc(NS(=O)(=O)c3ccccc3)cc2C(=O)N([C@@H](C)CO)C[C@H]1C,0.1
O=S(=O)(NCC[C@@H]1CC[C@@H](NS(=O)(=O)c2ccccc2Cl)[C@@H](CO)O1)c1ccc(F)cc1,-0.3
COc1ccccc1NC(=O)N[C@@H]1C=C[C@@H](CC(=O)NCc2ccc(Cl)c(Cl)c2)O[C@H]1CO,0.8
Cc1noc(C)c1NC(=O)Nc1ccc2c(c1)C(=O)N([C@@H](C)CO)C[C@@H](C)[C@H](CN(C)S(=O)(=O)c1cn(C)cn1)OCCCC[C@H](C)O2,-0.9
C[C@H]1CN([C@@H](C)CO)C(=O)c2cc(NC(=O)Cc3ccccc3)ccc2O[C@@H]1CN(C)C(=O)NC1CCCCC1,1.0
C[C@@H]1CN([C@H](C)CO)C(=O)c2cc(NS(C)(=O)=O)ccc2O[C@@H]1CN(C)C(=O)Nc1ccc2c(c1)OCO2,-0.3
COc1ccc(CN(C)C[C@@H]2Oc3ccc(NS(=O)(=O)c4ccc(OC)cc4)cc3CC(=O)N([C@H](C)CO)C[C@@H]2C)cc1,1.1
C[C@H]1CN([C@@H](C)CO)C(=O)c2cc(NC(=O)c3ccncc3)ccc2O[C@H]1CN(C)C,0.8
COc1ccc(-c2cn(CC[C@@H]3CC[C@@H](NC(=O)c4cnccn4)[C@@H](CO)O3)nn2)cc1,0.3

(further entries)
molecule,TcdB inh
C[C@@H]1CN([C@@H](C)CO)C(=O)Cc2cc(NC(=O)CCC(F)(F)F)ccc2O[C@H]1CN(C)S(=O)(=O)c1ccc(F)cc1,0.9
COC(=O)C[C@@H]1CC[C@@H]2[C@H](COc3ccc(NS(=O)(=O)c4cccc(F)c4)cc3C(=O)N2C)O1,2.1
O=C(C[C@@H]1CC[C@@H]2[C@H](COC[C@@H](O)CN2Cc2ccc(Cl)cc2)O1)NCc1ccccc1Cl,-1.2
O=C(c1ccc(F)cc1)N1CC(=O)N2[C@H](CO)[C@@H](c3ccc(C#CC4CCCC4)cc3)[C@@H]2C1,-0.5
COCC(=O)N1[C@H](C#N)[C@@H](c2ccc(-c3cccc(F)c3)cc2)[C@@H]1CO,-9.2
COc1ccc(CN(C)C[C@@H]2OCCCC[C@H](C)Oc3ccc(NS(=O)(=O)c4cn(C)cn4)cc3C(=O)N([C@H](C)CO)C[C@H]2C)cc1,-7.1
O=C(c1cccc(F)c1)N1CCCCN2[C@H](CO)[C@H](c3ccc(-c4cccnc4)cc3)[C@H]2C1,-0.1
CO[C@H]1CN(C)C(=O)c2cc(NC(=O)C3CCC3)ccc2OC[C@H](C)N(C(=O)NC(C)C)C[C@H]1C,0.1
COc1ccccc1-c1ccc([C@H]2[C@@H](C#N)N(C(=O)CN(C)C)[C@H]2CO)cc1,1.2
O=C(NC1CCC1)[C@@H]1[C@@H](CO)[C@@H]2Cn3c(ccc(-c4ccccc4)c3=O)[C@H]1N2Cc1cocn1,0.0
CCCC#Cc1ccc([C@H]2[C@@H](CO)N3CCCCN(S(=O)(=O)c4ccccc4C)C[C@@H]23)cc1,0.4
CC(=O)N(C)C[C@H]1Oc2ncc(-c3cccc(C#N)c3)cc2C(=O)N([C@@H](C)CO)C[C@@H]1C,2.1

Structural class: the entries above with a CF3 group (3)
molecule,TcdB inh
C[C@@H]1CN([C@H](C)CO)C(=O)Cc2cc(NC(=O)Nc3ccc(C(F)(F)F)cc3)ccc2O[C@H]1CN(C)Cc1ccc(Cl)c(Cl)c1,-1.0
C[C@@H]1CCCCO[C@H](CN(C)S(=O)(=O)c2ccc(F)cc2)[C@H](C)CN([C@H](C)CO)C(=O)c2cc(NC(=O)CCC(F)(F)F)ccc2O1,-1.1
C[C@@H]1CN([C@@H](C)CO)C(=O)Cc2cc(NC(=O)CCC(F)(F)F)ccc2O[C@H]1CN(C)S(=O)(=O)c1ccc(F)cc1,0.9

(listing goes on)
molecule,TcdB inh
Cc1ccc(S(=O)(=O)N(C)C[C@H]2Oc3ccc(N(C)C)cc3CC(=O)N([C@H](C)CO)C[C@H]2C)cc1,-3.9
COc1cccc(S(=O)(=O)Nc2ccc3c(c2)C(=O)N(C)[C@H]2CC[C@H](CC(=O)Nc4ccc(C(C)C)cc4)O[C@@H]2CO3)c1,0.9
COc1ccc(NC(=O)Nc2ccc3c(c2)C(=O)N([C@H](C)CO)C[C@H](C)[C@H](CN(C)S(C)(=O)=O)OCCCC[C@H](C)O3)cc1,-0.4
COc1ccc(NC(=O)Nc2ccc3c(c2)CC(=O)N([C@H](C)CO)C[C@@H](C)[C@@H](CN(C)C(=O)Nc2ccc4c(c2)OCO4)O3)cc1,0.5
O=C(Nc1cc(F)ccc1F)N1CCCCN2[C@H](C1)[C@H](c1ccc(-c3ccccc3)cc1)[C@@H]2CO,0.4
C=CCNC(=O)[C@@H]1[C@H]2C(=O)O[C@H](c3ccccc3)[C@H](c3ccccc3)N2[C@H](c2ccccc2OCCO)[C@@]12C(=O)N(C(=O)OCCOC)c1ccc(C#CC3=CCCCC3)cc12,0.1
COc1ccc(NC(=O)N(C)C[C@@H]2Oc3ncc(C#Cc4ccc(C(F)(F)F)cc4)cc3C(=O)N([C@H](C)CO)C[C@@H]2C)cc1,-0.1
O=S(=O)(N[C@@H]1CC[C@H](CCn2cc(-c3ccccn3)nn2)O[C@@H]1CO)c1cccc(F)c1,-0.1
CC(C)CC#Cc1cnc2c(c1)C(=O)N([C@@H](C)CO)C[C@H](C)[C@@H](CN(C)C(=O)c1cnccn1)O2,-0.6
CCCN1CCCCC(NC(C)=O)C1=O (configuration not stated),-0.4
